KDM5B inhibitor: blocks human KDM5B histone demethylase activity; actives 2.6% (n = 220,000); AID 1347165; KDM5B demethylase, FDH-coupled NADH fluorescence (FDH is formaldehyde dehydrogenase); Q9UGL1; Potency, µM (titrated, usually from 57.7 µM), without a hit: at the highest dose activity change, negative = inhibition, hits mostly inhibitors; active = well fitted inhibition curve with a large enough effect; inconclusive = small, poorly fitted or top-dose-only effect; inactive = no such curve, though single readings can be large or run the other way; note: 0% is about no effect; nearly all actives have a fitted effect of over 70% in size
Target sequence (Q9UGL1 whole entry, looked up): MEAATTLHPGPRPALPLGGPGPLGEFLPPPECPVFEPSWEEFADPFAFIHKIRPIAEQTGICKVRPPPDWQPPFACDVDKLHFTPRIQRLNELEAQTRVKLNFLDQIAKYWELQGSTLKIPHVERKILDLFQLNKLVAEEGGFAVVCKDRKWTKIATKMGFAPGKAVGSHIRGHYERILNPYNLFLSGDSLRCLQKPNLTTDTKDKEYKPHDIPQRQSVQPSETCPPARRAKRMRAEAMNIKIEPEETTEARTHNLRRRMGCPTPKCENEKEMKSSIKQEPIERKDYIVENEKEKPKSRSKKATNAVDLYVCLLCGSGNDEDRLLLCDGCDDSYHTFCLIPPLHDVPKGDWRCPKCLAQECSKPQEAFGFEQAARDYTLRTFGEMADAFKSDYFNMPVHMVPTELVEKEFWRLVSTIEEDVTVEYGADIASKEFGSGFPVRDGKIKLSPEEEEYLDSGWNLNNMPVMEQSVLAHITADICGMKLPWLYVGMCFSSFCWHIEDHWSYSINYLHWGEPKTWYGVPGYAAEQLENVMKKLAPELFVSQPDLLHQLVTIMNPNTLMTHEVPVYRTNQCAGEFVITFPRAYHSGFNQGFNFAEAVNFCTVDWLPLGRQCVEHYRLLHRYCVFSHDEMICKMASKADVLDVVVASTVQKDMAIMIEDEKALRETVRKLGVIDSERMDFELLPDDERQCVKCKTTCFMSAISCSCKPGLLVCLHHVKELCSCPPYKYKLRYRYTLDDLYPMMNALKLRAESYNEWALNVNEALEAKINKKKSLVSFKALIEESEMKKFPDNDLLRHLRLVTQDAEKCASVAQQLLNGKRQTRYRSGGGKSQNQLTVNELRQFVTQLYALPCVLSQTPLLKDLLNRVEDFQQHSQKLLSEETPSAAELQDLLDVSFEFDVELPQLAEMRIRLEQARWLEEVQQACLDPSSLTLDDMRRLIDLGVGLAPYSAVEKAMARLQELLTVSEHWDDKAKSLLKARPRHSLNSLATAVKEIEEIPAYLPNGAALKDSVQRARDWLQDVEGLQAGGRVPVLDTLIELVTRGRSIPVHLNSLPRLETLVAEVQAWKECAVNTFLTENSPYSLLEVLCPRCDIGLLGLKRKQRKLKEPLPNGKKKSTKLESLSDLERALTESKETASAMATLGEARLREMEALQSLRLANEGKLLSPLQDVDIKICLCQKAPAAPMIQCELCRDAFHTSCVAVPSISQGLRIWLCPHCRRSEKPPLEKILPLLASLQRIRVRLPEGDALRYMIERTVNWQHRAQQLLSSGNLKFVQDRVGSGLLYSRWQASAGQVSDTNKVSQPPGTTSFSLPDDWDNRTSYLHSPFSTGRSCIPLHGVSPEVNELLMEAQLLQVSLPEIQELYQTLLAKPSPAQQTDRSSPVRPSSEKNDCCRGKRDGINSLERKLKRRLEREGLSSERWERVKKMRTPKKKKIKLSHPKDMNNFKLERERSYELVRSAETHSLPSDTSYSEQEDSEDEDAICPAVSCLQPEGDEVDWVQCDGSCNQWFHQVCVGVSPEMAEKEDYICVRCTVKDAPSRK
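Compound dilutions met 200 nM (final) KDM5BΔAP for 10 min at room temperature before substrate addition. The substrate mix held 12.5 µM H3K4me3 with cofactors 25 µM α-ketoglutarate and 50 µM Fe²⁺. NADH signal gain over 30 min defined activity.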
* hit, by the source's call; [ ] = another dose, or the depositor's remark. Potency is the fitted concentration of half-maximal effect.

What do the screens show for `CN(C)C(=O)c1ccc(NC(=O)c2cc(-c3ccncc3)nc3ccccc23)cc1`?
KDM5B inhibitor: -17%

Results for CC(C)NC(=O)C1COC2(CCN(C(=O)c3ccc(F)cc3)CC2)N1C(=O)c1ccccc1 (centres undefined) ?
KDM5B inhibitor: 12%

What do the screens show for `COc1ccc(-c2ocnc2C(=O)Nc2ccc(C)c(F)c2)cc1OC`?
KDM5B inhibitor: 47%[activator]

How did COc1ccc(C(C)=O)c(OS(=O)(=O)c2ccc3c(c2)CCC3)c1 do in these assays?
KDM5B inhibitor: 2%

What do the screens show for `COc1ccc(CCNC(=O)c2ccc3c(c2)N(Cc2ccccc2)C(=O)c2ccccc2S3=O)cc1OC` (centres undefined)?
KDM5B inhibitor: -44%

Results for COc1ccc(-c2csc(-c3c(N)c(C(=O)c4ccccc4)n4ccccc34)n2)cc1OC ?
KDM5B inhibitor: -21%

How did COc1ccc(NC(=O)c2cnn(-c3ccc(F)cc3F)c2C2CCN(C(=O)OC(C)(C)C)CC2)cc1Cl do in these assays?
KDM5B inhibitor: inconclusive

Results for CCOc1ccccc1Oc1c(C)oc2cc(OC(C)=O)ccc2c1=O ?
KDM5B inhibitor: 69%[activator]

Results for Cc1noc(C)c1[S+](=O)([O-])N1CCC(N2Cc3cnc(C)n3C2=O)CC1 ?
KDM5B inhibitor: 7%

How did Cc1cn2nc(C(=O)NCc3ccccc3)cc2c(N(C)Cc2ccccc2)n1 do in these assays?
KDM5B inhibitor: 32µM*

What do the screens show for `COc1ccc(Cl)cc1NC(=O)CCC(=O)c1ccc(C)cc1`?
KDM5B inhibitor: -3%

What do the screens show for `COc1ccccc1C(=O)Nc1ccnn1C1CCN(c2cnccn2)CC1`?
KDM5B inhibitor: 28µM*

What do the screens show for `Cc1ccc(CCC2CCN(C(=O)c3n[nH]c(=O)c4ccccc34)CC2)cc1`?
KDM5B inhibitor: 8%

Results for CN(C(=O)Nc1cn(C)c(=O)c2ccccc12)c1ccccc1 ?
KDM5B inhibitor: inconclusive

How did CC(C)[C@H](NC(=O)c1ccccc1F)C(=O)OCC(=O)Nc1sccc1C(N)=O do in these assays?
KDM5B inhibitor: -43%

How did CCOc1ccc(C(=O)N2c3ccccc3NC(=O)C2CC(=O)Nc2cccc(C(F)(F)F)c2)cc1 (centres undefined) do in these assays?
KDM5B inhibitor: -18%

How did CCn1c(SCC(=O)Nc2nncs2)nnc1C1CCCC1 do in these assays?
KDM5B inhibitor: 8%

What do the screens show for `N#C/C(=C\c1c(N2CCCCCC2)nc2ccccn2c1=O)C(N)=O`?
KDM5B inhibitor: 10%

Results for CSc1ncc(Cl)c(C(=O)N(Cc2ccccc2Cl)C2CCS(=O)(=O)C2)n1 (centres undefined) ?
KDM5B inhibitor: -7%

What do the screens show for `COc1ccc(-c2cc(CC3(NCc4ccco4)COC3)no2)cc1`?
KDM5B inhibitor: -20%[86.2 µM]

Results for COc1ccc(CNC(=O)C(=O)NCC2OCCN2S(=O)(=O)c2ccc(F)cc2)cc1 (centres undefined) ?
KDM5B inhibitor: 0%

What do the screens show for `CC(=O)N1c2c(cc(Br)cc2S(=O)(=O)N2CCN(c3ccccc3)CC2)CC1C` (centres undefined)?
KDM5B inhibitor: inconclusive

What do the screens show for `COc1ccccc1N1CCN(C(=O)c2c(C)oc3ncn(C)c(=O)c23)CC1`?
KDM5B inhibitor: -20%

Results for CC(Oc1ccccc1)C(=O)Nc1ccc(S(=O)(=O)Nc2nccs2)cc1 (centres undefined) ?
KDM5B inhibitor: 12%

What do the screens show for `COc1cccc(N2CC(C(=O)NCCOc3ccccc3)NC2=O)c1` (centres undefined)?
KDM5B inhibitor: -8%

Results for Cc1ccc(NS(=O)(=O)c2cc(-c3cnc(C)o3)ccc2C)c(Cl)c1 ?
KDM5B inhibitor: -15%

Results for O=C(CCc1nc2ccccc2[nH]1)N1CC2CC(C1)[C@H]1CCCC(=O)N1C2 (some centres undefined) ?
KDM5B inhibitor: -4%

What do the screens show for `CCOc1ccccc1NC(=O)C1=C(C)Nc2ncnn2C1c1ccccn1` (centres undefined)?
KDM5B inhibitor: inconclusive

What do the screens show for `Cc1ccc(CNS(=O)(=O)c2cnc(N)nc2)cc1`?
KDM5B inhibitor: -17%

Results for CCOc1ccc(/C=N/NC(=O)C2CCCC2)c(OCC)c1 ?
KDM5B inhibitor: 25%

What do the screens show for `COc1cccc(CN2CCC(N3CC(OCC4CC4)C34CCCCC4)CC2)n1` (centres undefined)?
KDM5B inhibitor: -30%

What do the screens show for `CCNC(=O)NC(=O)CSc1cc(C)c2cc(C)cc(C)c2n1`?
KDM5B inhibitor: -10%

How did Cc1nc(C(=O)N2CCOc3c(O)cc(-c4cccc(Cl)c4)cc3C2)c(C)o1 do in these assays?
KDM5B inhibitor: -7%

What do the screens show for `CC(=O)c1cccc(NC(=O)c2sc3nc4c(cc3c2N)CCCC4)c1`?
KDM5B inhibitor: inconclusive

Results for COCCOc1ncccc1-c1noc([C@@H]2CCCN2Cc2ccc(S(C)(=O)=O)cc2)n1 ?
KDM5B inhibitor: 3%

What do the screens show for `CCOC(=O)c1ccc(NC(=O)N2CCOc3ccccc32)cc1`?
KDM5B inhibitor: inconclusive

How did COc1cccc(CSc2nc(-c3ccccc3F)nc3c2Cc2c(CO)cnc(C)c2O3)c1 do in these assays?
KDM5B inhibitor: 1%

Results for CCOCC(=O)N1C[C@@H](CO)[C@H](c2ccccn2)C1 ?
KDM5B inhibitor: 22%

Results for Cc1ccc(CCC(=O)NCCCN2CCCC2)cc1 ?
KDM5B inhibitor: -9%

How did Cn1cc(C(=O)NCCNS(=O)(=O)c2ccccc2)c2ccccc21 do in these assays?
KDM5B inhibitor: -5%

Results for Cc1ccc2c(C)c(C(=O)N3CCC(c4nc5ccccc5s4)CC3)oc2c1C ?
KDM5B inhibitor: -27%

How did Cc1nn(-c2nc3c(c(=O)n(Cc4cccc(Cl)c4)c(=O)n3C)n2C(C)C)c(C)c1C do in these assays?
KDM5B inhibitor: inconclusive

Results for COc1ccc(Cl)cc1-c1ccc2c(c1)C(=O)N1C[C@H](O)C[C@H]1C(=O)N2 ?
KDM5B inhibitor: inconclusive

Results for O=C(CN(c1ccccc1)S(=O)(=O)c1ccccc1)NCC1CCCO1 (centres undefined) ?
KDM5B inhibitor: 14%

How did CCCN1C(=O)[C@@H]2[C@@H](CCN2C(=O)CSCC(=O)O)N(Cc2cccs2)C1=O do in these assays?
KDM5B inhibitor: -23%[86.2 µM]

Results for C/C(=N\NC(=O)C1CC1)c1ccccc1Br ?
KDM5B inhibitor: 4%

Results for CN1CCCN(C[C@@H]2CN(C(=O)CC3CCC3)C[C@@H]2CO)CC1 ?
KDM5B inhibitor: -12%

How did Cc1ccc(-c2ccc3nnc(CNC(=O)c4ccn[nH]4)n3n2)cc1 do in these assays?
KDM5B inhibitor: 28µM*

Results for Cc1ccc(COc2ccc(C=O)cc2)cc1 ?
KDM5B inhibitor: inconclusive

What do the screens show for `C[C@]1(CO)[C@H]2Cc3sc(NC(=O)c4cccs4)nc3[C@@H](CC(=O)NCc3cccnc3)[C@]2(C)CC[C@H]1O`?
KDM5B inhibitor: -14%

Retrieved by compound from the list above:
What do the screens show for `C[C@]1(CO)[C@H]2Cc3sc(NC(=O)c4cccs4)nc3[C@@H](CC(=O)NCc3cccnc3)[C@]2(C)CC[C@H]1O`?
KDM5B inhibitor: -14%

Results for C/C(=N\NC(=O)C1CC1)c1ccccc1Br ?
KDM5B inhibitor: 4%

Results for Cc1ccc2c(C)c(C(=O)N3CCC(c4nc5ccccc5s4)CC3)oc2c1C ?
KDM5B inhibitor: -27%

Results for O=C(CN(c1ccccc1)S(=O)(=O)c1ccccc1)NCC1CCCO1 (centres undefined) ?
KDM5B inhibitor: 14%

Results for COc1ccc(Cl)cc1-c1ccc2c(c1)C(=O)N1C[C@H](O)C[C@H]1C(=O)N2 ?
KDM5B inhibitor: inconclusive

(continued)
What do the screens show for `CCc1cc2c(=O)oc(-c3ccc(Br)cc3)nc2s1`?
KDM5B inhibitor: 54%[activator]

What do the screens show for `Cc1nc(N2CCC(NC(=O)c3ccccn3)CC2)cc(C(F)(F)F)n1`?
KDM5B inhibitor: -13%

Results for CCCCC(=O)N1CCC2(CC1)SCC(=O)N2c1ccc(OC)cc1 ?
KDM5B inhibitor: inconclusive

How did O=C(NCc1ccccc1Cl)c1cc2cccc3c2n1CCS3 do in these assays?
KDM5B inhibitor: inconclusive

How did O=C1NCc2ccccc2CC12CCCN(Cc1c(Cl)cncc1Cl)C2 (centres undefined) do in these assays?
KDM5B inhibitor: 8%[115 µM]

How did COCCN1CCCCCC(O)c2cc(C(=O)NCCc3ccccc3)ccc21 (centres undefined) do in these assays?
KDM5B inhibitor: -29%

Results for CN1c2cccnc2CN(C(=O)Nc2cccc(C(F)(F)F)c2)CC[C@H]1CO ?
KDM5B inhibitor: -20%[86.2 µM]

What do the screens show for `CC(=O)N(C1CC1)C1CCOC2(CCN(C(=O)CCc3nc4ccccc4[nH]3)CC2)C1` (centres undefined)?
KDM5B inhibitor: 10%

Results for CC(C)(C)c1ccc(C(=O)NCc2cc(=O)n3nc(-c4ccccc4)sc3n2)cc1 ?
KDM5B inhibitor: -1%

What do the screens show for `CCCCC1CCC(C(=O)N2CC(=O)Nc3ccc(C)cc3C2c2ccc(F)cc2)CC1` (centres undefined)?
KDM5B inhibitor: -14%

Results for COCCN1C(=O)c2ccccc2C(C(=O)Nc2ccccc2)C12CCCC2 (centres undefined) ?
KDM5B inhibitor: -19%

Results for O=C(CN1C(=O)CCC1=O)NC(=O)NC1CCCC1 ?
KDM5B inhibitor: 28%

Results for CCC(C(=O)N1CCN(c2ccc(C#N)cn2)CC1)n1cccn1 (centres undefined) ?
KDM5B inhibitor: inconclusive

How did COc1ccc(CNC(=O)CSc2ncc(S(=O)(=O)c3ccc(C)c(Cl)c3)c(=O)[nH]2)cc1 do in these assays?
KDM5B inhibitor: 6%

What do the screens show for `Cc1ccc(C)c(OCC(=O)Nc2ccc(S(=O)(=O)Nc3onc(C)c3C)cc2)c1`?
KDM5B inhibitor: 8%

Results for COCC(=O)N[C@@H]1CN(C(=O)Cc2cccc(OC)c2)CC[C@@H]1c1nc(C)no1 ?
KDM5B inhibitor: 18%

Results for CCCCN(Cc1ccccc1)c1ccc(NS(=O)(=O)c2cc(C)ccc2C)cc1C(=O)O ?
KDM5B inhibitor: 22%

Results for CCC(C(=O)Nc1cccc(-c2nc3cccnc3s2)c1C)c1ccccc1 (centres undefined) ?
KDM5B inhibitor: -13%

How did CC(C)C(=O)Nc1nnc(SCC(=O)NC2CCCC2)s1 do in these assays?
KDM5B inhibitor: 6%

How did O=C(CN1CCN(C(=O)c2cc(-c3ccc(F)cc3)n[nH]2)CC1)N1CCCC1 do in these assays?
KDM5B inhibitor: 2%

What do the screens show for `COc1ccc(C)cc1NC(=O)CCc1c(C)nn(-c2ccc(N3CCOCC3)nn2)c1C`?
KDM5B inhibitor: -17%

How did COc1cccc2cc(-c3nnc(-c4ccc(Cl)cc4)o3)c(=O)oc12 do in these assays?
KDM5B inhibitor: -22%

How did Cc1cccc(S(=O)(=O)N2CCc3c(C(=O)NCCN4CCCCC4)cccc32)c1 do in these assays?
KDM5B inhibitor: 16%

Results for COc1ccc(NC(=O)COc2ccc(NC(=O)C3CC3)cn2)cc1 ?
KDM5B inhibitor: -14%

How did CCCCc1ccc(C(=O)c2c(N)c(C(=O)Nc3cccc(OC)c3)c3ccccn23)cc1 do in these assays?
KDM5B inhibitor: 5%

What do the screens show for `Cc1ccc(Sc2ccc(NC(=O)c3cccc4ccccc34)cc2)c(C)c1`?
KDM5B inhibitor: inconclusive

Results for COc1cccc(CCC(=O)N2CCC(n3cc(-c4nc(-c5ccccc5)no4)nn3)C2)c1 (centres undefined) ?
KDM5B inhibitor: -12%

Results for O=c1cc(CCn2cccn2)nc(-c2ccc(CN3CCC[C@@H](O)C3)cc2)[nH]1 ?
KDM5B inhibitor: 7%

What do the screens show for `COC(=O)c1ccccc1NC(=O)C1=C(C)C(=O)OC12CCCCCC2`?
KDM5B inhibitor: inconclusive

How did O=C(C1CN(C(=O)c2ccc(F)cc2F)c2ccccc2O1)N1CCOCC1 (centres undefined) do in these assays?
KDM5B inhibitor: 7%

Results for COc1ccc(C2C(C(=O)Nc3ccccc3OC)=C(C)Nc3c(C(=O)Nc4ccccc4)cnn32)c(OC)c1 (centres undefined) ?
KDM5B inhibitor: inconclusive

Results for CN1C[C@@H](NC(=O)Nc2ccc(F)cc2F)C[C@H]1c1nc(-c2ccc(Cl)cc2)no1 ?
KDM5B inhibitor: 3%[86.2 µM]

What do the screens show for `CCC(C)NC(=O)Cn1nc2n(c1=O)CCCCC2` (centres undefined)?
KDM5B inhibitor: 20%

What do the screens show for `CN(C)C(CNC(=S)NC1CC2CCC1C2)c1cccs1` (centres undefined)?
KDM5B inhibitor: 19%

What do the screens show for `CN(C)CC(=O)N1CCC2(C1)CN(C)c1ccc(C(=O)NCc3ccccc3)cc12` (centres undefined)?
KDM5B inhibitor: 35µM*

Some of these compounds in order of length of the SMILES, falling.
What do the screens show for `CN(C)CC(=O)N1CCC2(C1)CN(C)c1ccc(C(=O)NCc3ccccc3)cc12` (centres undefined)?
KDM5B inhibitor: 35µM*

How did O=C(C1CN(C(=O)c2ccc(F)cc2F)c2ccccc2O1)N1CCOCC1 (centres undefined) do in these assays?
KDM5B inhibitor: 7%

What do the screens show for `CN(C)C(CNC(=S)NC1CC2CCC1C2)c1cccs1` (centres undefined)?
KDM5B inhibitor: 19%

Only part of the results is shown (hit frequency here may not be typical).
